S1P4 antagonist = antagonists of human S1P4 receptor; O95977; S1P4-expressing cells, antagonist mode, reporter read-out; inhibition, % at 4.98 µM; 0.26% of 220,000 active; AID 1510; in the data active means inhibition above about 29%;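 further: 0% = wells stimulated with agonist and 100% = vehicle wells without agonist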
Target sequence (O95977 whole entry, looked up): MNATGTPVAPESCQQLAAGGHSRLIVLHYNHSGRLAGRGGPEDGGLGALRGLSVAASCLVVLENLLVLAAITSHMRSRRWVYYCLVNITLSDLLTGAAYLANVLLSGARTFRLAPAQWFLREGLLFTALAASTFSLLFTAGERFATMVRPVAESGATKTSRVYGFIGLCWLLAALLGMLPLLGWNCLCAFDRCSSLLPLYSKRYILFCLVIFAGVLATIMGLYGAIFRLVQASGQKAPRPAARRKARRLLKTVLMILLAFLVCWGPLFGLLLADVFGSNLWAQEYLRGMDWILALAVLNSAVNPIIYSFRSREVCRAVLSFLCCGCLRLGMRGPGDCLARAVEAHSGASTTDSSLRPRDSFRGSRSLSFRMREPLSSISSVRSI
NPY-Y2 PAM-ag = human NPY-Y2 potentiation or agonism, primary screen. cells expressing NPY-Y2, potentiator/agonist read-out. 0.45% of 220,000 active. activation, % at 3.6 µM; in the data active means activation above about 27%;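 further: cells stimulated with NPY near EC25 plus isoproterenol at EC100; 0% = vehicle plus submaximal agonist and 100% = vehicle plus saturating agonist; some results beyond the cut were filed as inactive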
Ba/F3 V617F tox = reduce viability of Ba/F3 cells dependent on JAK2V617F; inhibition, % at 5.6 µM; 1.1% of 220,000 active; Ba/F3 EpoR-JAK2V617F viability, ATP luminescence;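 active means inhibition above the campaign mean plus 3 SD over all tested compounds, cut at about 24% in these data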;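 further: cytokine-independent growth of Ba/F3 cells driven by EpoR plus mutant JAK2; 0% = DMSO-treated cells and 100% = JAK inhibitor I control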
NCF1 inh = blocks human p47phox regulatory protein of NADPH oxidases; p47phox/p22phox peptide binding, fluorescence polarization, 2 h; P14598; 0.53% of 220,000 active; inhibition, % at 24.7 µM; AID 1274;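 active means inhibition above about 30%, limit read from the data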;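 further: 0% = p47phox with labelled peptide and 100% = labelled peptide alone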
S1P4 ag = human S1P4 receptor agonism; 0.35% of 220,000 active; S1P4-expressing cell line, agonist reporter assay; O95977; activation, % at 4.98 µM; in the data active means activation above about 11%;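 further: 0% = DMSO vehicle and 100% = reference agonist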
NPY-Y1 antag = NPY-Y1 (human) receptor antagonism. HEK293-CNG Y1 cells, membrane potential fluorescence; NPY at EC95, then isoproterenol. 1% of 200,000 active. inhibition, % at 3.6 µM;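 active means inhibition above the campaign mean inhibition of all tested compounds plus 3 SD, cut at about 20% in these data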;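 further: 0% = DMSO wells given NPY plus isoproterenol and 100% = isoproterenol alone without NPY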
Target sequence (P25929 whole entry, looked up): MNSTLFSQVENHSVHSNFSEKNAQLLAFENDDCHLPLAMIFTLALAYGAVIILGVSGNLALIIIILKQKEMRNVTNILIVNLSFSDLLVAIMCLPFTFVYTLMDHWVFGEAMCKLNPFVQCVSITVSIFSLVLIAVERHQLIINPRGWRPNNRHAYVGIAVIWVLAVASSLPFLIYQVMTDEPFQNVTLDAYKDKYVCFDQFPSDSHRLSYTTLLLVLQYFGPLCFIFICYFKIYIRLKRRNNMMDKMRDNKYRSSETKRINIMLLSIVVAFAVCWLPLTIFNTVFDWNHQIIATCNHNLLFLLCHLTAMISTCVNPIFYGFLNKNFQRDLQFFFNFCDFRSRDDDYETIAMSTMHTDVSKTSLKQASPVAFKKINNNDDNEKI
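Assay system: HEK293 cells with Y1 receptor plus CNG channel | Probe or stimulus: NPY (25 nM), isoproterenol (1 µM), Ro 20-1724 (25 µM) | Timing: Compound incubation 1 h at room temperature, readout 45 min post-stimulation | Measured by: Membrane-potential fluorescent dye readout | Benchmarks: High control isoproterenol alone, low control NPY with isoproterenol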
BaF3 tox = reduces parental Ba/F3 cell viability, JAK2V617F counter-screen; CellTiter-Glo ATP luminescence; inhibition, % at 5.6 µM; 1.1% of 220,000 active; AID 1486;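 active means inhibition above a per-campaign cutoff, the mean inhibition of all tested compounds plus 3 SD, cut at about 27% in these data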;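 further: 0% = DMSO wells and 100% = JAK Inhibitor I control wells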
CHOP inh = CHOP inhibition in unfolded protein response; 3.8% of 220,000 active; CHO-K1 CHOP-promoter luciferase, tunicamycin-induced, 15-18 h; AID 2732; inhibition, % at 10 µM;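 active means compounds that reduced the stress-induced luciferase reporter signal by more than about 70% of percent inhibition, limit read from the data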;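 further: 0% = tunicamycin plus vehicle and 100% = wells without tunicamycin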
NPY-Y1 PAM-ag = potentiates or activates human NPY-Y1 receptor; P25929; AID 1304; 0.37% of 220,000 active; activation, % at 3.6 µM; NPY-Y1 expressing cells, potentiator/agonist activation; in the data active means activation above about 33%, passing the limit was not always enough;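 further: cells stimulated with NPY at EC10 then isoproterenol at EC100; 0% = low agonist plus stimulus and 100% = saturating agonist plus stimulus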
* = called active by the depositor; · = not tested or not shown.

SMILES	S1P4 antagonist	NPY-Y2 PAM-ag	Ba/F3 V617F tox	NCF1 inh	S1P4 ag	NPY-Y1 antag	BaF3 tox	CHOP inh	NPY-Y1 PAM-ag
Cc1ccc(NC(=O)CN(C)Cc2ccc(Cl)cc2)cc1	-10	-24	-1	1	0.9	7	4	35	-5
CC(C)C(Nc1ncnc2c1oc1ccccc12)C(=O)O (stereo not given)	-15	-32	-4	-4	0.4	8	1	-14	-4
c1ccc2c(c1)CCN(c1nc3ccccc3n3cnnc13)C2	-7	-8	4	-26	0.4	3	11	70*	-18
CCn1nc(CC(=O)Nc2nnc(CC(=O)N3CCCCC3)s2)c2ccccc2c1=O	-6	-15	-4	-8	-1.5	5	2	69	-19
COCCNC(=S)Nc1ccccc1[N+](=O)[O-]	-2	10	0	-5	1.1	-2	13	-5	22
N#CCC(CNc1ncc(C(F)(F)F)cc1Cl)OC(=O)c1cccc(C(F)(F)F)c1 (stereo not given)	1	-22	4	-14	16*	4	7	28	-53
O=C(NCc1ccco1)c1noc2c1CCCCC2	-12	-13	-4	-2	0.6	2	2	-3	-18
C/C(=N\OCc1ccc(C#N)cc1)c1cc2ccccc2o1	1	-24	-2	-7	-1.8	·	-10	32	12
COC(=O)c1cc(OC)c(OC)c(OC)c1N	-2	-7	1	-18	1.2	3	-3	33	-5
O=C(O)c1cc(NS(=O)(=O)c2ccc(NC3CCCCC3)c([N+](=O)[O-])c2)cc(C(=O)O)c1	-11	16	-2	-18	0.1	1	1	-8	8
Nc1nsnc1C(=O)NCCO	-9	7	3	1	1.8	-3	0	-4	8
CCC1CCCCN1C(=O)c1ccc(OC2CCN(C(=O)C3CC3)CC2)cc1 (stereo not given)	8	1	5	-5	0.0	-1	10	-16	-6
COC(=O)C1CCN(C(=O)Cc2ccccc2OC)CC1	-15	-24	8	-4	-2.0	0	7	-4	1
O=[N+]([O-])c1ccc(N/N=C/c2c[nH]c3ccccc23)c(S(=O)(=O)Nc2ccc(Cl)cc2)c1	-4	3	-4	-48	-0.6	0	0	106*	2
CC1CCN(C(=O)N[C@@H](Cc2ccccc2)C(=O)O)CC1	-7	9	1	-7	-0.8	3	12	-7	-13
CC(O)C(=O)N/N=C/c1cccc2ccccc12 (stereo not given)	-21	-3	3	13	0.6	-1	5	46	-9
O=C1CC(Cc2ccc(Cl)cc2)C(=O)N1c1ccncc1 (stereo not given)	-12	-1	-1	-20	-0.2	-2	2	-17	-5
Cc1ccc(/C=N/NC(=O)C(NC(=O)c2ccccc2)c2n[nH]c(=O)c3ccccc23)cc1 (stereo not given)	3	1	-1	-7	-3.0	6	2	0	9
Cc1onc(-c2c(Cl)cccc2Cl)c1/C(N)=N/OC(=O)C1CC1	-5	-1	-5	1	-2.0	·	1	22	19
Cc1cc(NC(=O)/C=C/C(=O)N(CC(=O)NC2CCCC2)c2cccc3ccccc23)no1	2	-2	4	-7	-0.3	-1	6	10	-12
Cc1cc(C)c(C)c(OCCOCCN2CCN(C)CC2)c1	-12	7	-1	1	2.1	-2	3	-6	-28
CCN1CCN(CCCNC(=O)c2cc3c(=O)[nH]c4ccccc4c3s2)CC1	-12	10	0	-12	-6.4	4	7	15	15
C/C=C/c1ccc(OCCN2C(=O)NC(C)(C)C2=O)c(OC)c1	-32	-5	-3	4	-0.2	-3	-1	-35	3
O=C(Cn1cc(C(=O)c2cccs2)c2ccccc21)NC1CCCCC1	-8	-5	-1	-6	0.9	5	5	33	-9
C=CCSc1nnc2n(CCc3ccccc3)c(=O)c3c4c(sc3n12)COC(C)(C)C4	-19	1	-1	-28	0.7	-4	5	71*	7
CCCc1cc(=O)[nH]c(SCC(=O)NC)n1	-4	-10	-3	-3	-0.6	2	3	13	5
Cc1ccc2cc(C3CC(c4ccco4)=NN3C(=O)CCC(=O)O)c(Cl)nc2c1 (stereo not given)	-13	-12	2	-7	1.0	-1	3	1	3
Cc1ccc(OCC(=O)Nc2ccc(N3CCN(C(=O)c4ccco4)CC3)cc2)cc1	-8	8	6	6	1.2	2	8	29	3
CCOC(=O)c1cc(-c2csc(Nc3c(C)cc(C)cc3C)n2)on1	11	-12	-1	-4	-1.3	·	-3	24	3
CC(NC(=O)CCN1C(=O)c2ccccc2C1=O)c1ccc2c(c1)CCCC2 (stereo not given)	1	-4	4	-4	1.2	-1	7	28	1
Cc1ccc(N(CC(=O)Nc2ccc(C)cc2C)S(=O)(=O)N2CCCC2)cc1	-8	-23	-1	-8	-0.4	-1	2	46	-6
COC(=O)[C@@H](NC(=O)O[C@H]1C(=O)c2ccc(OC)cc2O[C@@H]1c1ccc2c(c1)OCO2)C(C)C	3	-10	2	-188	1.2	9	4	7	-38
O=C(CN1CCN(c2ncccn2)CC1)NCc1ccc2c(c1)OCO2	-5	0	1	-6	0.0	2	4	11	-8
Cc1c(C=O)c2ccccc2n1CC(=O)NCc1ccccc1	-9	-4	-2	0	-0.1	-2	1	-1	-5
CCN1C(=O)c2cccc3cccc1c23	4	6	-3	12	0.4	4	7	31	14
O=C(O)Cn1nnnc1SCC(=O)Nc1ccc(F)cc1F	-7	6	0	2	0.2	4	2	-10	11
CC(NC(=O)c1ccc(S(=O)(=O)N(C)C)cc1)c1ccccc1 (stereo not given)	-24	-9	0	-5	0.0	0	1	-31	-22
COC(=O)CSc1nc2ccc(NC(C)=O)cc2s1	-17	62*	-1	-16	0.0	-8	1	28	68*
O=C(CC1Nc2ccccc2NC1=O)c1ccccc1 (stereo not given)	7	-27	1	-66	2.1	8	3	-39	19
NC(=O)NC(=O)COC(=O)/C=C/c1cccs1	4	0	0	2	0.6	·	-2	9	-14
O=C(N/N=C1\CC2CC=CC12)c1ccc(COc2ccccc2)cc1 (stereo not given)	-7	-2	-1	-7	0.1	4	2	39	9
CC(=O)c1cccc(NC(=S)NC(=O)c2ccccc2)c1	-11	-2	0	-25	1.3	-1	6	47	1
CC(=O)c1cccc(NC(=O)c2ccc3c(Cl)c4c(nc3c2)CCCC4)c1	-1	-2	0	-3	1.0	-1	4	35	5
CCOC(=O)c1[nH]cnc1C(=O)Nc1ccc(F)cc1	-7	0	-3	2	1.2	-4	3	12	6
COc1ccc(NC(=O)C(=S)N2CCCC2)cc1	-13	-5	-1	-2	-1.7	-5	9	-4	5
O=C(Nc1cccnc1)Nc1ccc2c(c1)OCO2	-16	5	4	-12	-1.6	1	6	13	-5
C=CCn1c(SCC(=O)c2cccs2)nc2sc(C)cc2c1=O	-10	15	-4	-9	-3.0	0	-1	51	2
CCn1nnc(-c2ccccc2NS(=O)(=O)c2ccc(C(=O)OC)cc2)n1	5	0	1	2	-2.8	-8	4	-2	-10
Cc1ccc(-n2nnnc2SC(C(=O)c2c[nH]c3ccccc23)c2ccccc2)cc1 (stereo not given)	-4	11	2	-28	-0.1	1	6	72*	5
O=C(CN1C(=O)S/C(=C/c2cccnc2)C1=O)N1CCOCC1	5	2	-4	-15	1.3	-5	3	-39	5
CC(=O)N1CCN(Cc2nc3cc(NC(=O)c4ccc(Cl)cc4)ccc3n2C)CC1	-3	4	-3	-13	0.0	-1	3	31	1
Nc1c(NCc2ccccc2)c(=O)[nH]c(=O)n1Cc1ccccc1	8	-4	-1	-10	-3.1	1	6	11	-13
CCN(CC)C(=O)c1sc(NC(=O)c2ccco2)c(C#N)c1C	2	14	-1	-14	1.7	3	10	-5	13
CC(=O)Nc1ccc(-c2cc(NC(C)=O)n(-c3ccccc3)n2)cc1	1	3	0	2	0.6	-3	-1	-10	-2
Cc1ccccc1OCc1nnc(SCc2nc3ccccc3c(=O)[nH]2)n1C	-26	11	0	3	1.7	0	5	3	6
COc1ccc(/C=C2\N=C(C)N(c3ccc(C(=O)O)cc3)C2=O)cc1OC	-8	2	-2	-16	0.5	6	9	-13	-3
O=C(CCN1C(=O)/C(=C/C=C/c2ccccc2)SC1=S)Nc1nc2ccccc2s1	-15	-4	4	-129	-0.3	5	8	29	9
O=C1C=C(Nc2ccc(Cl)cc2)C(=O)N1c1ccc(Cl)cc1	-7	-1	-1	-13	1.6	-3	4	13	6
CC(C)c1csc(CN2CCCC(CCC(=O)NCc3ccccc3F)C2)n1 (stereo not given)	-11	-22	3	-4	-2.7	5	7	14	-26
O=C(NCC(=O)N(Cc1ccc(F)cc1)C(C(=O)NC1CCCC1)c1ccco1)c1ccco1 (stereo not given)	10	-3	1	-13	1.3	3	0	9	-23

Going on with the list.
SMILES	S1P4 antagonist	NPY-Y2 PAM-ag	Ba/F3 V617F tox	NCF1 inh	S1P4 ag	NPY-Y1 antag	BaF3 tox	CHOP inh	NPY-Y1 PAM-ag
CCc1nnc(NC(=O)Cc2cc(OC)c(OC)c(OC)c2)s1	4	-3	-3	3	-1.1	8	0	-3	-16
O=C(CCC1CCCCC1)NCc1cccs1	8	-10	-2	8	-1.9	-1	-3	6	9
Cc1cc2ncn(-c3ncnc4sc5c(c34)CCC(C)C5)c2cc1C (stereo not given)	-5	-2	-4	-2	-0.3	1	-2	97*	12
O=C(c1cn(-c2ccccc2)nc1-c1cccs1)N1CCN(c2ccccn2)CC1	-9	-1	1	-17	-1.4	-1	9	6	18
C=CCn1c(COc2cccc3cccnc23)nnc1SCC(=O)OC	-21	-15	1	-6	3.3	4	3	32	-15
Cc1ccccc1OCCSCc1nc2ccccc2[nH]1	-4	5	4	-25	-0.5	2	6	27	-36
Cn1cnc(S(=O)(=O)Nc2cc(C(F)(F)F)ccc2N2CCOCC2)c1	-8	-12	-3	-8	3.0	·	7	5	-4
Cn1ncc(Br)c1NC(=O)Nc1ccc(OC(F)(F)F)cc1	-6	-3	4	-3	2.1	·	32*	1	1
COc1ccc(C(C)=O)cc1CN1C(=O)NC2(CCCCCC2)C1=O	-27	-19	-3	-12	-4.3	-2	3	26	-2
COc1ccc(NC(=O)C(c2cc3c(cc2[N+](=O)[O-])OCO3)N(C)Cc2ccccc2)cc1 (stereo not given)	4	-3	0	6	-0.4	2	3	19	-15
CC1CN(S(=O)(=O)c2ccc(NC(=O)c3ccco3)cc2)CC(C)O1 (stereo not given)	-1	-10	1	-9	-0.8	-3	10	-15	-27
COC(=O)c1cn(NC(=O)c2cc(OC)cc(OC)c2)c(=O)c2ccccc12	-10	-24	-2	-5	0.7	6	-1	14	-21
CCCCc1ccc(NC(=O)N[C@H](C(=O)O)C(C)CC)cc1 (stereo not given in full)	-11	2	-2	-10	-2.2	-3	0	9	-19
Cc1ccc(-n2nnnc2-c2ccco2)cc1	2	-11	-1	-12	0.3	3	3	10	-28
Cc1ccc(NC(=O)C2CC(=O)N(C(C)C)C2)cc1Cl (stereo not given)	0	-26	6	-10	-1.1	1	8	5	0
Cc1noc(C)c1C(=O)Nc1ccc(F)c(F)c1	-6	4	-7	-5	0.7	2	1	13	-15

Reprinted from the results shown (4 entries):
SMILES	S1P4 antagonist	NPY-Y2 PAM-ag	Ba/F3 V617F tox	NCF1 inh	S1P4 ag	NPY-Y1 antag	BaF3 tox	CHOP inh	NPY-Y1 PAM-ag
COC(=O)c1cn(NC(=O)c2cc(OC)cc(OC)c2)c(=O)c2ccccc12	-10	-24	-2	-5	0.7	6	-1	14	-21
CCCCc1ccc(NC(=O)N[C@H](C(=O)O)C(C)CC)cc1 (stereo not given in full)	-11	2	-2	-10	-2.2	-3	0	9	-19
Cc1ccc(-n2nnnc2-c2ccco2)cc1	2	-11	-1	-12	0.3	3	3	10	-28
Cc1ccc(NC(=O)C2CC(=O)N(C(C)C)C2)cc1Cl (stereo not given)	0	-26	6	-10	-1.1	1	8	5	0

Source: PubChem BioAssay

Not a hit list (roughly 7.1% active in at least one column).
